# Assay outcomes from PubChem.
# PV pol inh = poliovirus RNA polymerase inhibition | P03300 | poliovirus polymerase elongation, fluorescence polarization; hits give low values | % elongation, % (compound at 16.7 µg/mL) | 0.66% of 150,000 active | AID 588519; in the data active = % elongation below about 90%; note: some results filed as inactive read as strong as hits
# Target sequence (P03300 1749-2209 limits assumed): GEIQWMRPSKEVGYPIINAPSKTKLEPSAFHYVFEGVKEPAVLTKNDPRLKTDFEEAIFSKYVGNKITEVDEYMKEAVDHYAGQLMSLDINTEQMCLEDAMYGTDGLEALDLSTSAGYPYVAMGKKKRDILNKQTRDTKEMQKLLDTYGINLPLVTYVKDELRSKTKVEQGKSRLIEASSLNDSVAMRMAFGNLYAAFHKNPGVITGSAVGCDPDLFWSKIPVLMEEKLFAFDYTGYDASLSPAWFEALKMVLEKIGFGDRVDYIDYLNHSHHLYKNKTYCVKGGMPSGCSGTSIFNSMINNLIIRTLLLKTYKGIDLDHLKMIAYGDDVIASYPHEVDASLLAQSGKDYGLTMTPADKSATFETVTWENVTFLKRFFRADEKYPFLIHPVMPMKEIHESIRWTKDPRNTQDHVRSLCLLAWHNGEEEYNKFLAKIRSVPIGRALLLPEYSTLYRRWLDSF
# PV pol inh FP z-score = recorded beside PV pol inh, whose call it bears; z-score; measured here: FP z-score; hits read low
# * marks the source's active call; other numbers are inactive results; & = joins results of further samples. This is a subset (hit frequency here may not be typical).
# The opening 5 entries (preview)
# Order of values – PV pol inh	PV pol inh FP z-score
- CC1CCN(C(=O)CN2C(=O)c3ccccc3S2(=O)=O)CC1
 : 99	-1.4
- CCNC(=S)Nc1ccc(N2CCCCC2)cc1
 : 91	-0.6
- Cc1ccc(OCC(=O)N(Cc2ccco2)C2CCS(=O)(=O)C2)cc1 (configuration not stated)
 : 113	-0.1
- Fc1ccc(-c2nnc(CN3CCN(c4ccccn4)CC3)o2)cc1
 : 105	0.1
- COc1ccc(NC(=S)NC(=O)COc2ccccc2)cc1
 : 103	-0.1

# The list itself, from the start:
# Order of values – PV pol inh	PV pol inh FP z-score
- CC1CCN(C(=O)CN2C(=O)c3ccccc3S2(=O)=O)CC1
 : 99	-1.4
- CCNC(=S)Nc1ccc(N2CCCCC2)cc1
 : 91	-0.6
- Cc1ccc(OCC(=O)N(Cc2ccco2)C2CCS(=O)(=O)C2)cc1 (configuration not stated)
 : 113	-0.1
- Fc1ccc(-c2nnc(CN3CCN(c4ccccn4)CC3)o2)cc1
 : 105	0.1
- COc1ccc(NC(=S)NC(=O)COc2ccccc2)cc1
 : 103	-0.1
- CCOC(=O)C1CCCN(C(=O)c2cc3c(Cl)nc4ccccc4c3s2)C1 (configuration not stated)
 : 104	0
- CCSc1nnc(-c2ccc(OC)cc2)n1-c1ccccc1
 : 103	0.7
- Cc1ccn2cc(CNS(=O)(=O)c3ccc(Cl)s3)nc2c1
 : 101	-0.5
- Cc1nn(-c2cccc(C(F)(F)F)c2)c2sc(C(=O)NC3=NCCS3)cc12
 : 108	0.6
- CCOc1ccc(C(=O)N(Cc2nc(-c3cccc(C)c3)no2)C(C)C)cc1
 : 110	0.7
- COc1cc2c(cc1OC)-c1n[nH]c(=S)n1C(C)(C)C2
 : 104	0.7
- N#Cc1c(OCC(F)(F)F)ccc(S(=O)(=O)N2CCCC2)c1OCC(F)(F)F
 : 108	0.8
- COc1ccc(NC(=O)CSc2nc(-c3ccccc3)cc(-c3cc(OC)c(OC)c(OC)c3)c2C#N)c(OC)c1
 : 104	0.2
- Cc1c(C)n(Cc2ccc(F)cc2)c2ccc(C(=O)N3CCN(c4ccc(F)cc4)CC3)cc12
 : 111	1
- NC(=S)NNc1ccc(Cl)c(Cl)c1
 : 95	-1.7
- COc1ccc(NC(=O)CNc2ccc(C#N)cc2)cc1
 : 101	-0.4
- CCOC(=O)c1cnc2c(OC)cccc2c1N1CC(C)CC(C)C1 (configuration not stated)
 : 103	0.2
- Cc1ccc2[nH]cc(NC(=O)NCCO)c(=O)c2c1
 : 102	0.1
- Cc1onc(-c2ccccc2)c1-c1nnc(-c2ccccc2C(F)(F)F)o1
 : 104	0.4
- CC(C)(C)C(=O)Cn1nnc(-c2ccc(C(F)(F)F)cc2)n1
 : 104	1
- Cc1cc2cc(CCNC(=O)c3c(-c4ccccc4Cl)noc3C)c(=O)[nH]c2cc1C
 : 102	0.4
- CCNC(=O)N1c2cc(C)ccc2C(C)=CC1(C)C
 : 103	0.3
- NNC(=O)c1c(O)c2c([nH]c1=O)CCCC2
 : 103	0.7
- Cc1sc2nc3n(c(=O)c2c1C)NC(=O)CC3
 : 101	-0.1
- CCO/C=C1/C(=O)N(c2ccc(S(=O)(=O)N3CCOCC3)cc2)C(=O)c2ccccc21
 : 96	-0.8
- Cc1ccc(/C=N/n2c(-c3ccc(Cl)cc3)csc2=NCC2CCCO2)o1 (configuration not stated)
 : 101	-0.2
- CN1Cc2ccccc2CC1C(=O)O (configuration not stated)
 : 101	-0.1
- Cc1cccc(C)c1OCC(=O)NCC1(N2CCOCC2)CCCCC1
 : 102	-1.2
- CN(C)C(=O)COC(=O)c1oc2ccccc2c1COc1ccccc1
 : 105	0.2
- Cc1ccc(CN2CCc3nc(SCC(=O)Nc4cccc(C)c4C)[nH]c(=O)c3C2)cc1
 : 105	-0.3
- CC1CCCN(C(=O)Cc2cccs2)C1 (configuration not stated)
 : 116	3.5
- CCS(=O)(=O)c1cccc(C(=O)Nc2nc3c(s2)C(=O)CC(C)(C)C3)c1
 : 105	0.9
- COc1ccc(N(C(=O)c2ccccc2F)S(=O)(=O)c2ccc3c(c2)n(C)c(=O)n3C)cc1
 : 106	-0.2
- COc1ccc2c(c1)c(=O)c(C(=O)c1ccc(F)cc1)cn2CC(=O)Nc1ccc2c(c1)OCO2
 : 105	0.1
- CC1=C(C(=O)OCCc2ccccc2)C(c2ccc(N(C)C)cc2)NC(=S)N1 (configuration not stated)
 : 108	0.5
- Cc1ccc(-n2nnnc2-c2c[nH]c3cc(Cl)c(F)cc23)cc1
 : 106	0.2
- CC1CCCCN1CCNC(=O)c1ccc2c(Cl)c3c(nc2c1)CCCC3 (configuration not stated)
 : 101	-0.7
- Fc1ccc2c(c1)NC(c1ccncc1)=NC(c1cccs1)=N2
 : 106	-0.4
- Cc1cc(C)cc(NC(=O)CSc2ccc(-c3cccs3)nn2)c1
 : 99	-1.6
- O=S(=O)(Nc1nc(SCc2ccc(Cl)cc2)n[nH]1)c1ccc(F)cc1
 : 103	-0.2
- Cc1nn(-c2ccccc2)c(C)c1/C=N/NC(=O)CCc1ccc(S(=O)(=O)N2CCOCC2)cc1
 : 104	0.2
- O=C(NCc1cccs1)c1ccc2c(c1)sc1nc(-c3ccccc3)cn12
 : 100	-1.4
- O=C(Cn1[nH]c(=O)c2ccccc2c1=O)Nc1cccnc1
 : 103	-0.2
- CC(=Nc1ccc(S(=O)(=O)N2CCOCC2)cc1)Nc1ccc(C(=O)O)c(O)c1
 : 121	1.8
- O=C(CCSc1ccccc1)NC1CC1
 : 102	-0.1
- CCCCn1c(Cc2ccccc2)nnc1SCC(=O)OCC
 : 104	0.7
- CCN(CC)C(=O)Cn1c(=O)n(CCCCCC(=O)NCc2ccccc2)c(=O)c2sccc21
 : 99	-1.4
- C=CCNC(=O)c1ccc2c(c1)N(CC)C(=O)c1ccccc1S2
 : 100	-1
- CCN1CCN(CCCNC(=O)Cc2ccc(NC(=O)N3CCCCc4ccccc43)cc2)CC1
 : 101	0.2
- CN(C)/C=C/C=C1\CC/C(=C\C=C\N(C)C)C1=O
 : 101	0.3
- Cc1ccccc1NC(=O)CC1COc2ccccc2O1 (configuration not stated)
 : 102	0.3
- CCCCNC(=O)c1cc(-c2cccnc2)nc2ccc(S(=O)(=O)NCCCC)cc12
 : 110	0.7
- CC1=C(C(=O)Nc2ccc(C)cc2C)C(c2cc(Br)ccc2F)n2ncc(C(=O)Nc3ccc(C)cc3)c2N1 (configuration not stated)
 : 110	0.5
- CCOc1ccc(Nc2oc(/C=C/c3ccc(OC)c(OC)c3)nc2C#N)cc1
 : 107	-0.4
- Cc1nnn(C23CC4CC(CC(C(=O)N5CCCCCC5)(C4)C2)C3)n1
 : 102	-0.1
- O=C(O)c1cc(F)cc(C(F)(F)F)c1
 : 105	0.2
- COCCCN=C1NS(=O)(=O)c2ccccc21
 : 101	0.2
- CCN1CCN(C(=O)C(C)Sc2nc3nn(-c4ccccc4)c(=O)c-3c3n2CCCCC3)CC1 (configuration not stated)
 : 101	-0.1
- N/C(CSc1nc2ccccc2s1)=N\O
 : 103	0.4
- CCc1cc2c(=O)c(-c3nc4ccccc4[nH]3)c(CCC(=O)O)oc2cc1O
 : 94	-0.6

# Next section:
# Order of values – PV pol inh	PV pol inh FP z-score
- Cc1cc(NS(=O)(=O)c2ccc(NC(=O)c3ccccc3C)cc2)nc(C)n1
 : 104	0
- CC(N=C1NS(=O)(=O)c2ccccc21)C(=O)OC(C)C(=O)Nc1ccc2c(c1)OCO2 (configuration not stated)
 : 100	-0.2
- Cc1cc(C)c2c(=O)cc(C(=O)Nc3c(C)n(C)n(-c4ccccc4)c3=O)oc2c1
 : 111	0.7
- N#C/C(=C(/O)CN1CCN(S(=O)(=O)c2ccccc2C#N)CC1)c1nc2ccccc2[nH]1
 : 108	0.6
- CN(C)C(CN)c1ccccc1 (configuration not stated)
 : 103	0.2
- CS(=O)(=O)Nc1ccc2c(c1)COC2=O
 : 102	0
- CC(c1ccco1)N(C(=O)c1ccc(C#N)cc1)c1ccccn1 (configuration not stated)
 : 98	-1.7
- CC12CN3CC(C)(C1=O)C(=O)C(C)(C3)C2=O
 : 91	-1.6
- COc1ccc(NC(=O)c2cccc(Br)c2)cn1
 : 98	-0.9
- CCCCOC(=O)/C(C#N)=C/c1ccc(-c2ccc(Br)cc2)o1
 : 102	-0.3
- Cc1nn(-c2ccccc2)c2nc(Cl)c(C(=O)O)cc12
 : 103	0.5
- COC(=O)c1ccc(-n2nnc(-c3nc(-c4ccccc4Cl)no3)c2C)cc1
 : 107	0.1
- Cc1ccc(S(=O)(=O)/N=C(/CN2CCOCC2)N2CCN(S(=O)(=O)c3ccc(C)cc3)C2C)cc1 (configuration not stated)
 : 104	0.5
- COc1ccc(NC(=O)c2ccccc2I)cn1
 : 102	0.3
- O=C(CSc1nnc(C2CC2)n1Cc1ccccc1)c1cc2ccccc2o1
 : 114	2.1
- CCOC(=O)CSc1nnc(-c2ccccc2NC(=O)c2ccccc2)o1
 : 102	0.1
- CC[n+]1c(C)csc1Nc1ccc(N2CC(C)OC(C)C2)cc1 (configuration not stated)
 : 107	0.6
- O=C(CN1C(=O)CSc2ccccc21)N/N=C/c1cccnc1
 : 95	-0.8
- Cc1nn(Cc2cccc(C(=O)NC(=O)Nc3ccc(Cl)cc3)c2)c(C)c1Br
 : 106	0.4
- O=C(NCc1ccccc1)C(=O)NCC(c1cccnc1)N1CCN(c2ccccc2)CC1 (configuration not stated)
 : 109	0.2
- Cc1c(Cl)cccc1NC(=O)C(C)n1nnc2sc3c(c2c1=O)CCCC3 (configuration not stated)
 : 109	0.4
- O=C1C(=O)c2ccccc2C(O)=C1C1CCC(c2ccc(Cl)cc2)CC1 (configuration not stated)
 : 102&99	0.2&-0.1
- Cc1c(NC(=O)O/N=C(/N)c2ccccc2)sc2nc(-c3ccc(Cl)cc3)nn12
 : 103	0.3
- CCC1C(=O)NCCN1C(=O)c1ccc(-c2ccccc2)cc1 (configuration not stated)
 : 99	-1.3
- CC(=O)NCc1ccc(C(=O)CSc2nnc(C3CC3)n2C2CC2)cc1
 : 103	0
- N=C1c2ccccc2CN1c1ccc(Br)cc1
 : 99	-0.7
- Cc1ccc(NCn2c(=O)sc3ccccc32)cc1
 : 100	-0.1
- N#CCC(O)(c1nc2ccccc2s1)C(F)(F)F (configuration not stated)
 : 101	0
- Cc1cc(C(=O)NCCc2ccc(Cl)cc2)c2c(C)nn(-c3ccccc3)c2n1
 : 104	-0.8
- Clc1ccc(CNc2nc3ccccc3c3nc(-c4cccnc4)nn23)cc1
 : 107	1

# An excerpt from above in order of count of non-hydrogen atoms, rising.
# Order of values – PV pol inh	PV pol inh FP z-score
- CC1CCCN(C(=O)Cc2cccs2)C1 (configuration not stated)
 : 116	3.5
- Fc1ccc(-c2nnc(CN3CCN(c4ccccn4)CC3)o2)cc1
 : 105	0.1
- Cc1onc(-c2ccccc2)c1-c1nnc(-c2ccccc2C(F)(F)F)o1
 : 104	0.4
- CC1=C(C(=O)OCCc2ccccc2)C(c2ccc(N(C)C)cc2)NC(=S)N1 (configuration not stated)
 : 108	0.5
- CC(=Nc1ccc(S(=O)(=O)N2CCOCC2)cc1)Nc1ccc(C(=O)O)c(O)c1
 : 121	1.8
- CCCCNC(=O)c1cc(-c2cccnc2)nc2ccc(S(=O)(=O)NCCCC)cc12
 : 110	0.7
- O=C(NCc1ccccc1)C(=O)NCC(c1cccnc1)N1CCN(c2ccccc2)CC1 (configuration not stated)
 : 109	0.2

# (further entries)
Compound	PV pol inh	PV pol inh FP z-score
O=C(C1CCCN1c1nnc(N2CCCC2=O)s1)N1CCN(c2ccccc2)CC1 (configuration not stated)	104	0.2
Oc1ccc(-c2nc(-c3ccc(F)cc3)c(-c3ccncc3)[nH]2)cc1	101&102	0.2&0.2
CNC(=O)c1c[nH]c2ccc(S(=O)(=O)Nc3ccccc3F)cc2c1=O	98	-0.9
O=C(O)C12CCC(C(=O)O)(CC1)CC2	102	0.4
COc1cc(C2c3c(-c4c(C)cc(C)cc4O)n[nH]c3C(=O)N2CCCOC(C)C)cc(OC)c1OC (configuration not stated)	109	0.1
C=CCN(CC=C)C(=O)C[n+]1ccc(/C=N/O)cc1	100	0.1
O=C(NC(Cc1ccccc1)C(=O)NCc1ccco1)c1ccccc1 (configuration not stated)	106	0.2
CCCNC(=O)c1ccc(COc2ccc(C)cc2)o1	99	-0.9
Cc1c(-c2nsc(NC(=O)c3ccc(Cl)cc3)n2)nnn1-c1ccc(C(C)C)cc1	104	-0.6
Nc1ccc(Cc2ccncc2)cc1	102	0.1
COc1cc(C2c3c(-c4cc(C)ccc4O)n[nH]c3C(=O)N2Cc2ccco2)cc(OC)c1OC (configuration not stated)	105	-0.3
COc1ccc(NC(=O)CN2CCN(CC(=O)Nc3ccccc3F)CC2)c(OC)c1	108	0.3
CCOC(=O)Cn1nc2sc3ccccc3n2c(=O)c1=O	101	0
Oc1c(CN2CCN(c3ccccc3)CC2)cc(Cl)c2cccnc12	100	-0.8
Cc1ccc(NC(=O)NCCOCCn2c(=O)oc3ccccc32)c(C)c1	101	-1.3
O=C(O)CCC(=O)Nc1ccc(S(=O)(=O)N2CCCC2)cc1	99	-0.5
CCOc1ccc(-c2nc(CSCC(=O)NCCc3ccccc3)c(C)o2)cc1	102	-0.6
Cc1cc(C(=O)NC2CCCC2)c2ccccc2n1	102	0
COc1cccc(-n2cc(C(=O)NCCC(C)C)c3ccccc3c2=O)c1	106	0.6
CSc1ccc(CCNC(=O)c2ccc(-c3nc(COc4ccc(C)cc4)c(C)o3)cc2)cc1	114	1.2
Cc1ccccc1CNC(=O)c1cc2cccc3c2n1CC(C)S3 (configuration not stated)	109	0.4
CC(=O)Oc1ccc(C(=O)COc2ccc(F)cc2)c(O)c1C	106	0
CCCC(O)c1nc2ccccc2n1Cc1ccccc1OC (configuration not stated)	101	-1.5
CC(Sc1ccc(Cl)cc1)C(=O)NCc1ccc2c(c1)OCO2 (configuration not stated)	100	-0.5
O=C(Nc1ccc(Br)cc1)C1CCCN1S(=O)(=O)c1ccc(F)cc1 (configuration not stated)	114	0
COc1cccc(CN2NS(=O)(=O)c3ccccc3C2=O)c1	101	-0.3
O=C(CSC1=NNC(=O)C1C1CC1)Nc1cccc(Br)c1 (configuration not stated)	98	-0.2
Cc1cccc(Oc2coc3cc(OC(=O)c4cccnc4)ccc3c2=O)c1	104	0.6
C[n+]1ccc(-c2cc[n+](C)cc2)cc1	102	0.1
Cc1ccc(NC(=O)c2ccc(Cl)cc2Cl)c(C(=O)c2ccccc2)c1	99	-0.6
